High-throughput results: PubChem BioAssay, The Scripps Research Institute Molecular Screening Center
ADAM10 inh – inhibits human ADAM10; hit rate 0.62% among 370,000; inhibition, % at 7 µM; recombinant ADAM10, EDANS/DABCYL FRET peptide cleavage, 3 h; AID 720582;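 active = inhibition above a per-campaign cutoff equal to the mean of compounds falling between control-based bounds plus 3 SD, cut at about 20% in these data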;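 also: 0% = DMSO wells while the 100% control is not disclosed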
hcDAF12 agonist – H. contortus DAF-12 activation, primary screen | hit rate 1.4% among 370,000 | HEK293 hcDAF-12 lit1-tk-luc reporter, luminescence; 0% DMSO, 100% Δ7-dafachronic acid | activation, % at 6.8 µM;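 active = activation above the mean of all tested compounds plus 3 SD, cut at about 5.5% in these data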;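 also: 100% = response to 3 µM Δ7-dafachronic acid high control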
ssDAF-12 act – activators of S. stercoralis DAF-12 nuclear receptor; activation, % at 6.8 µM; AID 652126; hit rate 1% among 370,000; HEK293 ssDAF-12/GRIP1 lit1-tk-luc reporter, luminescence; % of 3 µM dafachronic acid response;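 active = activation above the mean over all tested compounds plus 3 SD, cut at about 0.9% in these data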;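 also: 0% = DMSO-only wells and 100% = 3 µM delta7-dafachronic acid wells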
DAX1 inh-1 – inhibitors of DAX1 repression of SF-1 activated StAR promoter; HEK293T StAR-luciferase reporter, SF-1/DAX-1 repression relief; inhibition, % at 6.8 µM; hit rate 1.1% among 370,000; AID 652010;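 active = inhibition above the mean over all tested compounds plus 3 SD, cut at about 3.6% in these data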;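 also: 0% = DAX-1 cells with DMSO and 100% = cells lacking DAX-1 with DMSO; higher inhibition means more luminescence from relief of DAX-1 repression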
DAX1 inh-2 – inhibitors of human orphan nuclear receptor DAX1 (NR0B1); hit rate 0.99% among 340,000; AID 504766; HEK293 Gal4-DAX1 luciferase reporter, luminescence; inhibition, % at 6.75 µM;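 active = inhibition above the mean over all tested compounds plus 3 SD, cut at about 4.2% in these data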;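 also: 0% = DAX1-transfected cells with DMSO and 100% = empty-vector control cells with DMSO; inhibition shows as a rise in luminescence from relieved DAX1 repression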
Target sequence (P51843 207-470 limits assumed): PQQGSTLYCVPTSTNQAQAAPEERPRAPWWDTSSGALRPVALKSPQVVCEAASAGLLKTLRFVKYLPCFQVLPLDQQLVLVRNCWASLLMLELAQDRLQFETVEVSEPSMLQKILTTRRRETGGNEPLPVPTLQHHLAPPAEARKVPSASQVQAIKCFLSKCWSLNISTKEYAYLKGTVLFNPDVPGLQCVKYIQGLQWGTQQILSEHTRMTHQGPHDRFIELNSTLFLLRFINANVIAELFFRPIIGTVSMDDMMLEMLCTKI
sPLA2-III inh – Blocks human group III sPLA2 activity | QFRET BODIPY PC-A2 liposome hydrolysis, fluorescence | Q9NZ20 | hit rate 0.56% among 370,000 | AID 743126 | inhibition, % at 12.2 µM;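 active = inhibition above mean plus 3 SD of compounds lying within the high and low control bounds, cut at about 19% in these data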;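 also: 0% = median of test compound wells and 100% = no enzyme DMSO wells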
Target sequence (Q9NZ20 whole entry, looked up): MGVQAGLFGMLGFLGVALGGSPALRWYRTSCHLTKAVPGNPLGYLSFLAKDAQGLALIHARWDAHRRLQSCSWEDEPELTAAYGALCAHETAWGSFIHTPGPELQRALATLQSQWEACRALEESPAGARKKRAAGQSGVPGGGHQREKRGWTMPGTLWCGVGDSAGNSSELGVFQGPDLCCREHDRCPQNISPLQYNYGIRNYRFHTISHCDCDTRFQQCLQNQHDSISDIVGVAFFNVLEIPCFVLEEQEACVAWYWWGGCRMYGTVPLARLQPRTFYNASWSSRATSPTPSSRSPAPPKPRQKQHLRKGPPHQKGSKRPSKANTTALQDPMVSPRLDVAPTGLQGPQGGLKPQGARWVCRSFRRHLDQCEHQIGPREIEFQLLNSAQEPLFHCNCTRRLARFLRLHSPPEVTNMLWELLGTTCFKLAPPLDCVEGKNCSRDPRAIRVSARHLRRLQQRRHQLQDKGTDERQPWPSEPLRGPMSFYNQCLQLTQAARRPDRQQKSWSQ
PLC-beta3 inh – inhibitors of human phospholipase C beta3; Q01970; Purified PLC-beta3, fluorogenic substrate, fluorescence; inhibition, % at 12.2 µM; hit rate 0.18% among 370,000; AID 720704; in the data active = inhibition above about 11%;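 also: 0% = median of compound wells on plate and 100% = full blocker control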
FXN GAA850 act – frataxin GAA850 promoter activation | HEK293 lucGAA850 FXN promoter luciferase reporter, 24 h; percent of 10 µM SAHA response | activation, % at 6 µM | hit rate 0.56% among 360,000;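 active = activation above the average of all compounds screened plus 3 SD, cutoff fixed separately per campaign, cut at about 7.5% in these data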;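 also: 0% = DMSO wells and 100% = 10 µM SAHA wells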
PLCg1 inh – blocks human PLC-gamma1 enzyme activity; purified PLC-gamma1, fluorogenic substrate, fluorescence; P19174; inhibition, % at 12.2 µM; hit rate 0.84% among 370,000; in the data active = inhibition above about 9.5%
hgDAF12 agonist – hgDAF-12 agonism, primary luciferase screen | hit rate 1.8% among 370,000 | activation, % at 6.8 µM | HEK293 GAL4-hgDAF12 UAS-luciferase reporter, agonist luminescence; normalized to butyrate control;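 active = activation above a cutoff set at the mean of all screened compounds plus 3 SD, cut at about 10% in these data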;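 also: 0% = DMSO wells and 100% = sodium butyrate wells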
ADAM17 inh – inhibits human ADAM17 | inhibition, % at 6.95 µM | hit rate 0.83% among 370,000 | AID 720648 | recombinant ADAM17, EDANS/DABCYL FRET peptide cleavage;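 active = inhibition above the mean of compounds lying between control limits plus 3 SD, set per campaign, cut at about 8.5% in these data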;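 also: 0% = DMSO-only wells as the low control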
An asterisk follows results filed as active; i = inactive; x = no result given.

SMILES	ADAM10 inh	hcDAF12 agonist	ssDAF-12 act	DAX1 inh-1	DAX1 inh-2	sPLA2-III inh	PLC-beta3 inh	FXN GAA850 act	PLCg1 inh	hgDAF12 agonist	ADAM17 inh
COc1ccc(NC(=O)CN(C)C(=O)CC2CCCCC2)cc1	-8.7	0.9	-0.7	0.8	1.9	12.2	-2.6	0.9	4.7	-0.4	-1.3
Cc1ccc(-c2nnn(CCOc3cccc(Br)c3)n2)cc1	3.1	-1.5	-0.8	-0.1	0.3	-3.1	3.8	1.6	3.1	-0.3	-0.3
Cc1cc(C)n(S(=O)(=O)c2cccc(Cl)c2Cl)n1	7.0	-1.4	-1.6	1.3	0.6	8.0	2.9	0.2	-0.6	1.4	-1.2
Cc1cccc(-n2c(O)c(C=Nc3cccc(O)c3)c3ccccc3c2=O)n1	-189.2	-3.2	-2.0	-1.6	-2.6	-6.4	-183.4	-0.9	-136.3	-3.2	-95.7
COC(=O)c1nnn(CC(=O)Nc2cccc(Cl)c2)c1C(=O)OC	-1.2	0.2	-0.6	0.5	-0.5	-7.7	-0.1	-1.8	-2.3	-0.7	-3.0
CCOC(=O)N1CCC(n2c(=S)[nH]c3ccccc3c2=O)CC1	-6.7	-0.9	-1.4	-0.7	-0.8	13.9	-3.1	1.6	-2.6	-1.4	-3.7
CC(=O)c1ccc(NC(=O)C(C)OC(=O)c2cccc(-n3cnnn3)c2)cc1 (stereo unspecified)	2.3	-1.5	-1.0	-2.0	-0.9	-6.1	-7.3	1.4	5.7	-1.8	-6.2
COC(=O)C1CN(Cc2cn(CCOC(C)=O)nn2)CCS(=O)(=O)N1Cc1ccc(Cl)cc1 (stereo unspecified)	-4.8	-1.3	0.6	-0.9	x	0.7	0.0	x	1.2	-0.5	-0.1
Cc1cc(NC(=O)c2coc(=O)c(Br)c2)ccc1C(C)C	i	-1.1	-0.3	-0.3	x	2.1	-169.7	8.4*	-125.6	-0.2	-179.4
COc1ccc(-c2ccc(C(=O)NCc3ccco3)c3occc23)c(C)c1	-52.1	-2.0	-1.7	-0.4	x	-1.7	-26.3	0.9	-17.3	7.1	-18.4
CC(O)CNC12CC3CC(CC(C3)C1)C2 (stereo unspecified)	-14.0	2.1	-1.3	-0.2	0.2	1.0	-5.7	0.7	-1.6	-2.5	-3.8
CC(C)(C)c1cc(C(=O)NCc2cc(F)cc3c2OCOC3)n(Cc2ccccc2)n1	6.4	1.8	-1.1	-0.4	1.9	3.1	-3.6	2.7	1.3	4.0	3.7
COC(=O)C(OC(=O)c1ccccc1)C(C)Br (stereo unspecified)	5.8	3.2	-0.8	-0.4	2.5	1.4	6.1	-1.1	4.3	-1.1	7.3
CCOc1ccc(N2C(=O)Cc3ccccc3C2=O)cc1	-7.4	-1.1	-1.0	-0.1	-1.1	-2.5	-9.2	-0.6	-2.9	-0.3	2.4
COc1ccc(NC(=O)C(=O)NCCC2=CCCCC2)c(OC)c1	-2.8	-2.0	-0.9	-0.3	-1.1	-2.3	3.0	0.5	9.2	-1.9	-2.8
Cc1ccc(-n2ncc(Cl)c2C(=O)NCc2ccccc2)cc1	2.2	5.2	-0.7	1.0	0.6	-2.6	-6.3	7.0	-1.9	3.9	1.5
Cc1ccc(C(=O)NC(C)c2ccc(-n3ccnc3)cc2)cc1S(=O)(=O)N1CCOCC1 (stereo unspecified)	-2.9	-0.9	-1.0	1.0	0.7	2.3	-7.3	1.6	-3.7	-1.8	0.8
N=C1/C(=C/c2ccc(-c3cccc(C(=O)O)c3)o2)C(=O)N=C2SC=C(c3ccccc3)N12	-24.7	4.5	0.6	0.5	1.6	-6.2	-23.4	1.8	-17.9	8.2	-10.2
NC(=O)C1CCCN(C(=O)c2ccc3nc(Cc4cccc(Cl)c4)oc3c2)C1 (stereo unspecified)	0.8	-0.7	-1.0	-0.4	-0.1	-11.3	-5.7	2.2	2.9	-0.4	-3.2
Cc1ccc(S(=O)(=O)NCCC2(C(C)C)CCOC(C)(C)C2)cc1 (stereo unspecified)	-12.0	-1.3	-1.1	0.0	1.6	-5.6	-2.9	-0.1	1.0	1.0	-3.1
CSc1ccccc1NC(=O)CN1CCCCC1C (stereo unspecified)	-4.0	-1.8	-1.0	-0.2	0.0	4.9	-2.3	1.8	3.4	2.9	-2.6
CC1(C)OC(=O)C(=CSc2ccc(C(C)(C)C)cc2)C(=O)O1	-4.7	-1.4	-1.2	-0.2	-0.3	-2.3	-8.3	-1.3	1.2	2.5	-0.1
COc1ccc(C2=NOC(Cn3nc(C(=O)NCc4ccco4)cc3-c3ccccc3)C2)cc1 (stereo unspecified)	9.4	-2.7	-1.8	-0.7	-1.8	-9.6	1.5	-0.5	3.9	-5.6	6.0
CCOC1=C2CN(S(=O)(=O)c3ccc(C)cc3)[C@H](c3cccc4ccccc34)C[C@H]2[C@H]2C(=O)N(c3ccccc3)C(=O)[C@H]2C1	0.8	0.9	-1.1	-2.9	x	-8.8	-7.9	x	-6.0	0.3	-1.2
O=C(c1ccco1)N1CCN(C(=O)C2CCCN(S(=O)(=O)Cc3ccccc3)C2)CC1 (stereo unspecified)	5.9	-0.1	-1.2	-0.3	0.4	8.2	3.5	0.2	2.2	3.4	0.5
Cc1cc(/C=C2\NC(=S)NC2=O)c(C)n1-c1cccnc1	3.2	-0.1	-1.7	-0.4	2.6	5.0	-12.9	1.8	-10.1	0.0	-21.3
CC1CCCN(c2nc3c(c(=O)n(C)c(=O)n3C)n2CCSc2nc3ccccc3o2)C1 (stereo unspecified)	0.9	-1.3	-1.1	0.3	-1.0	-4.0	-0.2	-2.2	10.5*	-1.2	1.9
CN(C(=O)C1CC1)C1CCS(=O)(=O)C1 (stereo unspecified)	2.6	0.1	0.0	1.2	0.8	6.3	-6.6	-1.4	4.9	-2.4	-2.8
Cc1nc2cc(NC(=O)C3COc4ccccc4O3)ccc2s1 (stereo unspecified)	-3.2	2.1	-0.1	3.3	2.1	-3.0	-1.2	4.0	0.1	9.5	0.5
COc1ccc(C(=O)n2nc(-c3ccco3)nc2N)cc1OC	-9.5	0.1	-1.1	-0.2	-0.3	-0.8	1.9	2.9	-0.2	-0.1	-3.6
Cc1ccc(OCCN(C)C(=O)C2CCC(=O)N(CC3CCCCC3)C2)cc1 (stereo unspecified)	-0.6	-3.0	-1.6	-3.5	0.2	-8.3	7.9	-2.6	2.9	-0.6	0.5
CCOc1ccc(-n2c(C)cc(/C=N\NC(=O)CC(=O)NC3CCCCC3)c2C)cc1	0.6	-1.5	-1.9	-0.8	-1.5	-14.9	-6.2	1.0	-3.8	-2.4	-0.6
COc1ccc(NC(=O)c2ccc3c(=O)n(Cc4ccco4)c(=S)[nH]c3c2)c(OC)c1	3.8	-0.4	-1.0	0.1	0.8	3.6	-1.8	0.8	-1.4	-1.3	-0.7
Cc1cccc(C)c1NC(=O)CN1CCN(CC(=O)c2cc(C)n(C3CC3)c2C)CC1	0.1	2.6	-1.3	1.0	0.1	1.8	-9.0	-0.8	-0.8	-1.5	-3.6
CC(=O)Nc1ccc(S(=O)(=O)N2CCN(S(=O)(=O)N3CCCCCC3)CC2)cc1	-7.8	1.1	-1.2	0.1	-0.2	4.8	0.2	0.9	-0.6	-2.3	-5.5
COc1ccc(C(=O)COC(=O)CCN=C2NS(=O)(=O)c3ccccc32)cc1OC	-3.5	-0.7	-1.0	0.4	0.3	5.0	-0.6	2.4	-3.4	3.4	-7.4
COC(=O)C(CCCCNC(=O)OCc1ccccc1)NC(=O)CN (stereo unspecified)	-1.1	-0.8	-1.4	-0.2	0.3	7.2	5.0	0.0	9.3	-0.6	0.8
CCOC(=O)c1c(NC(=O)c2cc(-c3ccc(Cl)s3)nc3ccccc23)sc(C(N)=O)c1C	-24.0	2.0	-2.0	0.7	0.7	1.8	-7.9	-0.1	-8.0	0.5	-8.6
COc1ccc(/C=N/NC(=O)c2ccn[nH]2)cc1Cn1nc(C)c([N+](=O)[O-])c1C	0.1	1.9	-1.0	-0.3	x	-0.1	-1.5	3.8	2.6	3.3	-2.0
CCCC(=O)N(Cc1cc2cc(C)ccc2[nH]c1=O)c1ccccc1OC	-33.3	-1.7	-0.9	-0.5	0.9	-13.1	-1.9	-5.3	-3.2	-2.1	-9.9
CC(C)SCC(=O)Nc1ncc2c(n1)-c1ccccc1CC2	-267.8	-1.7	-1.2	-0.3	0.8	-2.7	-73.8	-1.0	-58.6	0.6	-94.9
CNC(=O)COC(=O)C1CCN(S(=O)(=O)c2ccc3c(c2)OCCO3)CC1	-4.6	-0.8	-1.9	-0.6	0.7	8.1	-11.9	-0.2	0.7	3.1	-7.4
COc1ccc(-c2cc(C(=O)N(C3CCCCC3)C3CCCCC3)no2)cc1	-3.9	0.5	-0.9	-0.9	x	-2.0	-1.8	x	-0.3	-1.6	-6.1
Cc1ccc(NC(=O)CSCc2cc(=O)n3cc(C)sc3n2)c(C)c1	-8.7	1.7	0.1	0.7	-0.4	0.9	-5.5	0.4	-0.9	1.1	-1.7
COc1ccccc1CNC(=O)NNC(=O)CCn1nc(C)c([N+](=O)[O-])c1C	0.7	-1.0	-1.6	0.0	x	1.8	3.1	x	1.4	-2.5	-1.1
COc1ccc(S(=O)(=O)N2CCCCC2)cc1NC(=O)COC(=O)c1ccco1	-4.6	0.5	-1.2	-0.2	0.3	6.3	-4.2	-0.4	1.7	-1.7	-3.3
COc1ccc(/C(O)=C2/C(=O)C(=O)N(c3ncccn3)C2c2ccc(F)cc2)cc1 (stereo unspecified)	4.0	0.0	-1.7	1.7	2.1	-29.7	-14.3	-1.3	-13.3	-0.2	0.7
CCOc1ccc(/C=N/Nc2cc(C)nc(N3CCOCC3)n2)cc1	-2.5	0.6	-1.0	0.9	1.9	2.7	-10.6	1.7	-2.3	1.4	-4.1
C(=N\Nc1nn[nH]n1)/c1ccccc1	7.3	1.3	-0.9	-0.6	-0.4	-3.5	5.1	3.6	2.6	-0.1	-1.0
CSc1ncc(C(=O)Nc2ccccc2C)c(C)n1	6.5	-2.7	-1.1	-0.5	0.3	6.7	-5.8	0.5	-112.2	0.9	-2.5
Cc1[nH][nH]c(=O)c1C(c1c(C)[nH][nH]c1=O)c1cn(C)c2ccccc12	-12.0	2.1	0.2	-1.0	-0.6	6.8	2.0	-0.1	6.1	-1.4	-2.4
CCOC(=O)c1csc(NC(=O)C2CCCN(S(=O)(=O)c3ccc(Br)s3)C2)n1 (stereo unspecified)	7.2	-4.8	-1.4	-2.7	x	-30.1	0.5	x	-0.6	-7.2	5.3

An unsorted share of the library. Share with any hit: about 6.9%.
